FadD28 FP inh: M. tuberculosis FadD28 bisubstrate binding inhibition | inhibition, % at 12.5 µM | FadD28 bisubstrate probe binding, fluorescence polarization | 0.22% of 360,000 active | AID 588549; in the data active = inhibition above about 8.5%, passing the limit was not always enough; inconclusive = no clear call, values can overlap the other calls
BoNT-F LC inh: inhibitors of Botulinum neurotoxin F light chain protease. inhibition, % at 10 µM. Multiplex microsphere protease cleavage assay, flow cytometry. 0.22% of 360,000 active; in the data active = inhibition above about 35%, passing the limit was not always enough; inconclusive = no clear call, values can overlap the other calls; also: plate controls were buffer without enzyme for full effect and enzyme alone for no effect
Mtb FBA inh: inhibits M. tuberculosis FBA enzyme. P9WQA3. AID 588726. purified M. tuberculosis FBA, fluorescence read-out. 2.3% of 360,000 active. inhibition, % at 1 µM; in the data active = inhibition above about 27%;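 also: 0% = vehicle and 100% = reference inhibitor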
GDH-TPI inh: GDH-TPI coupled enzyme inhibition counter-screen. GDH-TPI coupled enzyme counterscreen, NADH absorbance. 1.2% of 360,000 active. AID 588335. inhibition, % at 4.8 µM; in the data active = inhibition above about 30%;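 also: 0% = DMSO wells and 100% = wells lacking the enzyme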
Mtb BioA inh: inhibitors of Mycobacterium tuberculosis BioA enzyme. purified M. tuberculosis BioA enzyme, plate reader. inhibition, % at 9.99 µM. 0.096% of 360,000 active. AID 602481; in the data active = inhibition above about 40%; inconclusive = no clear call, values can overlap the other calls
BoNT-A LC inh2: BoNT A light chain protease inhibition; 0.17% of 360,000 active; multiplex microsphere protease substrate cleavage, flow cytometry; inhibition, % at 10 µM; also: plate controls were buffer without enzyme for full effect and enzyme alone for no effect
PfHsp40 yeast: compounds rescuing yeast from Plasmodium falciparum HSP40 toxicity. AID 504582. growth rescue, % at 12.5 µM. 0.68% of 340,000 active. S. cerevisiae expressing PfHsp40, growth rescue, ATP luminescence; in the data active = growth rescue above about 28%, passing the limit was not always enough; inconclusive = no clear call, values can overlap the other calls;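 also: yeast W303a lacking pdr1 and pdr3 grown in galactose medium; growth measured after three days at 30 °C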
Anthrax LF inh2: anthrax lethal factor protease inhibition | P15917 | multiplex microsphere protease cleavage assay, LF | inhibition, % at 10 µM | 0.12% of 360,000 active | AID 588501; also: plate controls were buffer without enzyme for full effect and enzyme alone for no effect
Target sequence (P15917 whole entry, looked up): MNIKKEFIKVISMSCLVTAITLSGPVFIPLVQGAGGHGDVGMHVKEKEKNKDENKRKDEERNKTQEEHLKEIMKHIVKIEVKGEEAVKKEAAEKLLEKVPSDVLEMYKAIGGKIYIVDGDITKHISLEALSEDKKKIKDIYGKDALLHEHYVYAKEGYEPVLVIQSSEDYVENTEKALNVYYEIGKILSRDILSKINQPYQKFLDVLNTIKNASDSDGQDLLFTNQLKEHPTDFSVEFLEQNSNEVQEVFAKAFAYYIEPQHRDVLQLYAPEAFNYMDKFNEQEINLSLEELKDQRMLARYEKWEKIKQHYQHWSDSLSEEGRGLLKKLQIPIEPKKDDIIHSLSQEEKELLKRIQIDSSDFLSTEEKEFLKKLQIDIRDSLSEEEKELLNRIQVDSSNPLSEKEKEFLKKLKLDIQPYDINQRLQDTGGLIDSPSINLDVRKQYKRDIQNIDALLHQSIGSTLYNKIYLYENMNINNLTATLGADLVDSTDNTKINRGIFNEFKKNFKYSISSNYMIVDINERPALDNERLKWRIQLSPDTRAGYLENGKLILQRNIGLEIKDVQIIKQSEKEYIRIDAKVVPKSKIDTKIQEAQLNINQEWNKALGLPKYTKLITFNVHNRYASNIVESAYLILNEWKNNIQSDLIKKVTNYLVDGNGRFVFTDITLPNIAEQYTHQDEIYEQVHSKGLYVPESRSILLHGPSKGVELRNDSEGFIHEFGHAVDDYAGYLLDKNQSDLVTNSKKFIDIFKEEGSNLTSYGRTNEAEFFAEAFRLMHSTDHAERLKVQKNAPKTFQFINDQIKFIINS
Mtb UGM inh: blocks M. tuberculosis UGM enzyme | purified UGM, fluorescence polarization probe displacement | inhibition, % at 10 µM | 0.06% of 320,000 active; in the data active = inhibition above about 10%, passing the limit was not always enough; inconclusive = no clear call, values can overlap the other calls
* = called active by the depositor; ? = inconclusive; . = not tested or not shown. Rule as the data show it, unless noted: active = inhibition above about 30%; inconclusive = no clear call, values can overlap the other calls; inactive = below that.

SMILES	FadD28 FP inh	BoNT-F LC inh	Mtb FBA inh	GDH-TPI inh	Mtb BioA inh	BoNT-A LC inh2	PfHsp40 yeast	Anthrax LF inh2	Mtb UGM inh
COc1ccc(C(=O)CCC(=O)Nc2cccnc2)c(OC)c1	-2.3	7.1	2.2	-6.9	10.0	1.0	-0.8	-3.3	-0.6
Cc1noc(C)c1S(=O)(=O)N1CCC(C(=O)Nc2ccc(Br)cc2)CC1	-0.4	6.3	2.0	-4.3	0.1	1.1	-0.8	0.8	-1.6
COc1ccc(N(CCC(=O)O)S(=O)(=O)c2ccc(C)c(C)c2)cc1	-0.6	-6.9	-0.1	-1.4	-1.3	-1.3	-1.4	3.7	-1.3
CN1C(=O)C(CC(=O)NC2CCCCC2)N(C)C1=O (stereo unspecified)	-2.4	-5.1	2.0	-0.6	.	-0.3	0.1	1.8	-0.5
N#CCCn1cc(C(CC(=O)c2ccccc2)C(=O)O)c2ccccc21 (stereo unspecified)	-3.5	-0.1	0.0	-4.9	0.8	0.2	-1.5	3.1	1.7
Clc1cccc(CSc2nnc(-c3cccnc3)n2Cc2ccco2)c1	-3.0	1.3	-0.8	4.2	.	1.9	-0.4	-2.8	-1.7
Cc1csc(SCC(=O)Nc2ccc(C)c(S(=O)(=O)N(C)C)c2)n1	-0.5	-6.4	7.7	3.9	1.9	-0.2	.	-4.6	.
CC1=C(C(=O)N(C(C)C)C(C)C)CC(CC(=O)NCCCN(C)C)C(=O)N1CCCN1CCCC1=O (stereo unspecified)	-0.9	-9.0	4.7	.	-1.0	-0.2	.	-12.7	.
C#CCNC(=O)C1CCN(c2ccc(S(=O)(=O)N3CCOCC3)cc2Cl)CC1	-1.5	-0.3	2.3	3.1	.	-0.1	0.0	-2.8	3.2
Nc1ccc(-n2cc(-c3ccccc3)[nH]c2=S)cc1	.	-1.8	0.7	5.1	0.3	-0.6	-0.1	6.3	3.0
COc1ccc(-c2cc3nc(C4CCN(C(=O)OC(C)(C)C)CC4)c(C(=O)O)cn3n2)cc1	-4.9	3.7	7.8	15.5	1.6	1.0	-1.0	0.2	1.4
CCOC(=O)C1C(c2ccc(OC)c(OC)c2)c2c([nH][nH]c2=O)CC1(C)O (stereo unspecified)	0.4	2.2	-3.1	4.9	.	-1.8	0.3	-5.5	-0.9
CCOC(=O)C1C(C(=O)OC)=C(c2ccc(F)cc2)c2ccccc2N1S(=O)(=O)C(F)(F)F (stereo unspecified)	-2.3	-4.2	0.8	0.0	6.6	0.1	11.5	-6.0	.
N#CCCN(Cc1cccnc1)C(=S)Nc1ccccc1Cl	-0.1	-0.5	2.5	4.6	.	-0.2	0.6	-7.7	.
O=C(OCC(=O)N1CCCC1)c1c[nH]c2ccccc12	.	4.2	-0.8	-1.1	0.0	0.2	0.0	-1.7	-1.1
Cn1ncc(Cl)c1C(=O)N/N=C/c1cc2c(cc1[N+](=O)[O-])OCO2	2.2	-5.6	4.6	7.6	.	0.1	-2.2	-2.7	-2.8
CCN(CC(=O)Nc1c(F)cccc1F)C(=O)C1COc2ccccc2O1 (stereo unspecified)	-0.9	-7.7	4.5	2.5	0.1	-0.5	0.4	-4.3	.
Cc1c(C(=O)N2CCCCCC2)c(S(=O)(=O)Nc2ccccc2F)c(C)n1C	-0.6	-0.4	-0.6	7.4	-4.7	-0.8	0.5	1.2	-2.3
CCC(/C=N/NC(=O)C(=O)N/N=C/C(CC)CC)CC	-0.9	1.0	0.9	4.0	-1.1	-0.4	-0.5	-1.7	4.5
N#Cc1c(N2CCCC2)ccc(Br)c1Cl	-1.4	-4.7	-5.5	9.6	.	1.6	-0.3	5.4	5.2
CC(N=C1NS(=O)(=O)c2ccccc21)C(=O)NCc1ccncc1 (stereo unspecified)	-3.3	4.2	0.6	-3.2	-0.6	3.5	-1.9	1.9	.
CN(Cc1ccccc1)S(=O)(=O)c1cccs1	-1.4	8.7	-1.3	11.2	-0.4	-0.6	0.3	2.7	-0.7
CCCCn1c(N)c(N(CC(C)C)C(=O)c2ccc(S(=O)(=O)N3CCCCC3)cc2)c(=O)[nH]c1=O	-1.1	-84.0	1.0	2.1	-2.2	-61.5	-1.3	-12.0	0.6
O=c1cc(CO)oc(C(Nc2ccccn2)c2cccc(F)c2)c1O (stereo unspecified)	0.6	0.6	1.5	14.1	-0.8	-1.4	-1.2	-5.2	3.8
CCOC(=O)N1CCN(C2=NC3(CCCCC3)C(C#N)C(=O)N2)CC1 (stereo unspecified)	0.6	-4.0	1.7	5.9	-0.9	0.2	0.5	-6.5	3.1
CCOc1ccc(/C=N/NC(=O)c2csc(C)c2C)c(OCC)c1	0.5	-13.2	2.2	13.7	-1.0	-1.7	1.0	-0.1	-0.1
Cc1ccc(S(=O)(=O)c2c(C)cc(C)[nH]c2=O)cc1	-1.5	28.8	1.0	3.8	0.0	0.0	-2.5	-5.2	-1.0
O=C(Nc1ccc2c(c1)CCCN2C(=O)c1cccs1)c1cccc(F)c1	-2.5	0.8	3.6	23.7	8.5	-0.9	1.8	0.0	3.1
O=C(N/N=C/c1ccccc1)NC1CCCCC1	-1.7	12.3	2.4	7.4	.	2.3	-0.5	0.2	1.1
O=C(O)c1ccc(CN2C(=O)c3ccc(Oc4ccc([N+](=O)[O-])cc4)cc3C2=O)cc1	-2.1	.	2.4	10.0	19.2	.	-0.7	.	1.8
CS(=O)(=O)N1Cc2ccccc2CC1C(=O)O (stereo unspecified)	-0.2	-17.8	-0.8	9.8	1.2	-1.9	0.9	-9.2	-0.8
CC(C)CNCC1OCc2ccccc2CO1	-1.2	-9.2	1.6	5.3	-2.2	-0.9	-1.8	3.3	1.3
CCOC(=O)C1C(c2ccc(C(=O)O)cc2)NC(=O)NC1(O)C(F)(F)F (stereo unspecified)	-1.6	2.2	1.4	5.0	-2.0	-2.0	-0.2	-6.3	-0.2
Cn1nnnc1NCc1cccc(Cl)c1Cl	-5.7	-14.8	-1.6	-13.8	1.8	-0.8	0.8	6.9	-2.0
Cn1nc(C(=O)NCCc2ccc(S(N)(=O)=O)cc2)c2ccccc2c1=O	-3.0	6.4	-8.7	-15.2	-1.7	0.3	-0.2	-1.1	0.4
CCCCCCc1nc2nc(Cl)c(Cl)nc2[nH]1	-4.8	-12.7	3.8	7.6	-1.1	0.3	.	-8.5	.
CCOc1ccc(N(CC(=O)NC(C)(C)C)C(=O)c2ccco2)cc1	-3.0	4.0	2.3	4.0	.	1.4	-1.3	?	-2.5
O=C(CSc1nc2ccccc2s1)NCCOc1ccccc1	-3.8	2.0	0.1	9.0	0.6	0.7	2.4	2.3	0.9
CCNC(=S)N1CCN(c2nc(-c3cccc(OC)c3)cs2)CC1	-1.2	2.7	1.8	12.4	1.0	2.1	0.6	17.1	-1.4
CC(=O)OCC=C1CCC2C3CCC4=CC(=O)CCC4(C)C3C(O)CC12C (stereo unspecified)	.	-17.3	-1.0	7.0	2.6	0.0	0.9	3.5	.
CC(=O)OC(C)(C)C#CCN1CCCC1	-0.2	3.9	-0.9	5.3	-1.1	-0.6	-0.5	-0.4	-1.5
O=C(CCN1CCCCC1)NNC(=S)NC(=O)c1ccc(Br)cc1	-0.4	2.6	-3.6	-0.3	.	-0.9	-1.3	3.1	0.3
COc1ccc(CN2Cc3cc(-c4cccc(F)c4)ccc3-n3nncc3C2)cc1	-1.4	4.7	1.7	.	-7.2	0.7	.	0.3	.
Cc1cc(N2C(=O)C3C4CC(C(Br)C4Br)C3C2=O)no1 (stereo unspecified)	0.6	-9.0	1.2	-0.8	-1.8	-1.2	-1.0	-4.6	3.1
COc1ccc(CCC(=O)Nc2cccc(S(=O)(=O)N(C)C)c2)cc1OC	-0.1	-4.9	0.0	1.1	0.6	-0.6	-0.8	-0.5	-0.2
O=C(CN1C(=O)NC2(CCCCCC2)C1=O)Nc1ccccc1[N+](=O)[O-]	-2.0	-7.1	-1.2	6.9	.	-0.7	-2.3	1.5	1.8
COc1ccc(NC(=O)CSc2nnc(-c3cccnc3)n2Cc2ccco2)c(OC)c1	0.5	2.9	0.2	-0.6	0.5	-0.3	-0.7	-0.9	.
Cn1c(CCCOc2ccc(Cl)cc2Cl)n[nH]c1=S	-5.6	1.5	-8.7	-4.0	.	0.1	2.4	-4.5	0.3
CCOc1ccc(-c2cc(C(=O)N/N=C/c3ccc(O)cc3)c3ccccc3n2)cc1	-1.5	2.9	0.3	23.5	.	1.4	0.5	2.9	0.6
COc1ccc(C2CC(=O)Nc3cc(C)c(C)cc32)c(OC)c1OC (stereo unspecified)	-3.9	-3.4	2.1	6.5	1.4	0.4	7.4	2.4	-1.1
O=C(COc1cccnc1[N+](=O)[O-])NCc1ccc(F)cc1	-5.0	-4.0	-4.1	-9.3	-1.3	-1.8	1.8	10.2	1.0
CCc1nn(C(C)C(=O)NCCN2CCN(c3cccc(C)c3C)CC2)c(=O)c2cc3occc3n12 (stereo unspecified)	-3.9	0.8	3.3	-6.0	1.3	0.0	0.4	2.0	3.2
COc1ccc(C(CNCC(=O)Nc2ccccc2F)N(C)C)cc1 (stereo unspecified)	.	23.5	-0.1	-5.7	-1.0	-0.2	-0.3	-11.3	1.4
CCc1ccc2c(c1)CCCN2C(=O)c1ccccc1C(=O)O	-5.3	-4.5	1.7	-0.6	3.5	3.5	-0.6	-1.3	-0.9
COc1ccc(CNC(=O)c2cc(S(=O)(=O)N3CCCCC3)ccc2Cl)cc1OC	-3.2	1.7	-0.5	-1.7	0.5	0.2	0.5	-4.0	0.2
c1ccc(-c2csc3ncn4nnnc4c23)cc1	-0.6	7.0	3.0	7.5	-1.4	0.6	1.3	-0.8	-1.2
N#Cc1ccc(CSc2nnc(COc3ccccc3)n2-c2ccccc2)cc1	-3.0	-9.4	0.2	9.3	0.3	-5.6	-1.0	-0.9	-2.6
